ARFGAP1 inhibitor: inhibits rat ARF GTPase activating protein 1; Arfgap1-stimulated ARF1 GTP hydrolysis, GDP FP detection; inhibition, % at 16.5 µM; hit rate 0.26% among 360,000;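 active means inhibition above a per-plate limit, mean inhibition of low control wells plus 3 SD, cut at about 25% in these data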;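 further: 0% = DMSO wells with enzyme and 100% = wells lacking Arfgap1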
Target sequence (Q62848 1-136 limits assumed): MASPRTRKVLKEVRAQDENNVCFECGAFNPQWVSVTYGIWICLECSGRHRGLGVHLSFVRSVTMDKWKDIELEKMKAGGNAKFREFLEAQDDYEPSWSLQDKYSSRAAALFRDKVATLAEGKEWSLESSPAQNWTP
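Assay system: purified rat His6-Arfgap1 residues 1-136 (GAP domain); Reagent: human Δ17 ARF1 bound to GTP; Dosing: 16.5 µM single point, 1.26% DMSO; Times: GTP hydrolysis reaction 2 h at 25 °C; Signal: FP, GDP Alexa 633 tracer displaced from anti-GDP antibody, 620/688 nm; Measure: % inhibition from polarization.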
KLK7 zymogen act: proKLK7 (human) activation, primary screen | activation, % at 7 µM | purified proKLK7, EDANS-DABCYL substrate fluorescence; 100% is mature enzyme control, 0% vehicle | hit rate 0.9% among 370,000 | P49862;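 active means activation above the mean of all tested compounds plus 3 SD, computed per campaign excluding outliers beyond control limits, cut at about 13% in these data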
Target sequence (P49862 whole entry, looked up): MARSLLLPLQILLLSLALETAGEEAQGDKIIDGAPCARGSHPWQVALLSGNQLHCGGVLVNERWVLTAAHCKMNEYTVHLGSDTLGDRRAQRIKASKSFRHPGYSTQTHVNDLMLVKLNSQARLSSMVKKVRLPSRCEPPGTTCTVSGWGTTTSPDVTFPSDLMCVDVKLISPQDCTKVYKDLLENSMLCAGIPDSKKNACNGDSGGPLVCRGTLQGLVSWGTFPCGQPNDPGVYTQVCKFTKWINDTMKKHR
ADAM10 inh: inhibitors of human ADAM10; O14672; recombinant ADAM10, EDANS/DABCYL FRET peptide cleavage, 3 h; inhibition, % at 7 µM; hit rate 0.62% among 370,000; AID 720582;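 active means inhibition above a per-campaign cutoff equal to the mean of compounds falling between control-based bounds plus 3 SD, cut at about 20% in these data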;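 further: 0% = DMSO wells while the 100% control is not disclosed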
Target sequence (O14672 214-748 limits assumed): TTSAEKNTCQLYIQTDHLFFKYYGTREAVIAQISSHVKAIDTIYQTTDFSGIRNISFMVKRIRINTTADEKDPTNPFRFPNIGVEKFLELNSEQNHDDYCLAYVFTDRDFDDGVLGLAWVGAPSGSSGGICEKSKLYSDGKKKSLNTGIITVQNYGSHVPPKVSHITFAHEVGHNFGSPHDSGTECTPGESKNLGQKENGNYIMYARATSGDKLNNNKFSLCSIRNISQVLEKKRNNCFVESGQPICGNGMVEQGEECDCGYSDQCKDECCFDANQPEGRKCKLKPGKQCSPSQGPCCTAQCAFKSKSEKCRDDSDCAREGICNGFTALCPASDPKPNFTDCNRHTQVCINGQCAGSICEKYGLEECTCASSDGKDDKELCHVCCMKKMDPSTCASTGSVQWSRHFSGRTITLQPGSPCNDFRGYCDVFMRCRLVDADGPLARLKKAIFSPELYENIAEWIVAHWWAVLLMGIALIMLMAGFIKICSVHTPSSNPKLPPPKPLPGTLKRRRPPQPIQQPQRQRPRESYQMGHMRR
HGIII-sPLA2 inh: Inhibits HGIII-sPLA2 liposome hydrolysis, primary screen. Q9NZ20. hit rate 0.56% among 370,000. QFRET BODIPY PC-A2 liposome hydrolysis, fluorescence. inhibition, % at 12.2 µM;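 active means inhibition above mean plus 3 SD of compounds lying within the high and low control bounds, cut at about 19% in these data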;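 further: 0% = median of test compound wells and 100% = no enzyme DMSO wells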
rCAG RNA binder: r(CAG) repeat RNA binding; TO-PRO-1 dye displacement fluorescence; inhibition, % at 3 µM; hit rate 1.3% among 370,000;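 active means inhibition above the plate cutoff, the mean of all test compounds on that plate plus 3 SD, cut at about 35% in these data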;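 further: 0% = DMSO alone and 100% = 100 µM mitoxantrone as full dye displacement; higher means more dye released from RNA so lower well fluorescence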
Tn6 DDE FP: inhibitors of Tn6 peptide binding to human fibrin DD(E). P02675. Fibrin DD(E) TRITC-Tn6 fluorescence polarization displacement. inhibition, % at 8.3 µM. hit rate 0.21% among 370,000;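 active means inhibition above a per-campaign cutoff: mean of compounds within control limits plus 3 SD, cut at about 15% in these data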;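 further: 0% = median of all compound wells on the plate and 100% = blocking peptide control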
NPR2 activator: GC-B (human) receptor activation; P20594; HEK293-GC-B cells, CNP EC30, cGMP TR-FRET; 0% at EC30 CNP, 100% saturating CNP; activation, % at 10 µM; hit rate 0.11% among 370,000; AID 1920062;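 active means activation at 10 µM reaching about 35% in either raw or pattern-adjusted values, limit read from the data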
FXN GAA850 act: increases GAA850 frataxin promoter reporter activity; AID 540364; hit rate 0.56% among 360,000; activation, % at 6 µM; HEK293 lucGAA850 FXN promoter luciferase reporter, 24 h; percent of 10 µM SAHA response;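 active means activation above the average of all compounds screened plus 3 SD, cutoff fixed separately per campaign, cut at about 7.5% in these data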;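 further: 0% = DMSO wells and 100% = 10 µM SAHA wells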
ASAP1 GAP inh: blocks human ASAP1-stimulated Arf1 GTP hydrolysis; GDP FP detection; inhibition, % at 16.5 µM; hit rate 0.19% among 360,000; in the data active means inhibition above about 25%;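 further: 0% = vehicle with enzyme and substrate and 100% = no enzyme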
GC-A act: GC-A (human) enzyme activation; hit rate 0.14% among 370,000; AID 1671463; activation, % at 10 µM; HEK293 GC-A cells, cGMP TR-FRET, EC30 ANP; 0% at EC30 ANP, 100% saturating ANP; in the data active means activation above about 40%
* marks the source's active call; other numbers are inactive results; i = inactive; · = not tested or not shown.

SMILES,ARFGAP1 inhibitor,KLK7 zymogen act,ADAM10 inh,HGIII-sPLA2 inh,rCAG RNA binder,Tn6 DDE FP,NPR2 activator,FXN GAA850 act,ASAP1 GAP inh,GC-A act
O=C(COC(=O)COc1ccccc1[N+](=O)[O-])Nc1cccc(Br)c1,3,-0.6,-9,3,1,2,-3,1.4,-14,-1
COc1cc(OC)cc(C(=O)N(Cc2cc3cc(C)ccc3[nH]c2=O)C(C)C)c1,-6,0.0,-8,-4,3,8,-3,-0.9,5,-2
CCn1cc(C(=O)N[C@H](C(=O)NCCO)C(C)C)c(=O)c2cc3c(cc21)OCO3,-7,0.7,-54,7,-2,5,-2,1.6,-2,0
COC(=O)C1=C(CSc2nncn2C)NC(=O)NC1c1ccc(F)cc1 (stereo not drawn),8,0.5,-2,4,4,7,2,1.9,-2,2
COc1ccc(CN(C)C[C@H]2Oc3c(NC(=O)Nc4ccccc4)cccc3C(=O)N([C@H](C)CO)C[C@@H]2C)cc1,-11,0.1,6,-14,-2,12,-7,-4.1,2,-2
CC1(C)CC(NC(=O)c2ccc(F)cc2)CC(C)(C)N1,-5,0.1,3,0,1,7,0,0.9,0,-6
c1ccc(CN2CCN(c3nc(-c4ccccc4)nc4ccccc34)CC2)cc1,18,-0.9,0,2,0,5,-7,-1.0,13,-3
O=C1CN(C(=O)c2cc(F)cc(F)c2)c2ccccc2N1,10,-0.1,2,0,-2,-3,-3,3.0,-7,-3
C=CCN1C(=O)[C@@H](CC(=O)NCCCOC)[C@]2(C(=O)OCC)CCCCC/C=C/12,·,0.5,1,-2,1,-2,-4,·,·,0
Cc1cccc(NC(=O)c2ccc(N3CCCCC3)c([N+](=O)[O-])c2)n1,1,-0.2,5,-3,1,-6,4,1.1,4,5
O=S(=O)(Cc1ccccc1)Nc1ccccc1Br,-5,0.8,5,-7,3,6,4,0.2,-10,2
CCNc1nc(Cl)nc(-c2cn(-c3ccccc3)c3ccccc23)n1,8,-3.0,-46,1,28,5,-2,0.8,-1,-2
O=C(c1ccc(CSc2ccc(Cl)cc2)cc1)N1CCCC1,-9,-0.7,8,-10,-7,5,0,5.9,12,2
O=C(OCC#CCSc1nnc(-c2cccc3ccccc23)o1)c1ccccc1,·,·,-81,3,·,0,-3,·,·,-1
CC1(C(=O)NC2CCN(Cc3ccccc3)CC2)CCN1Cc1ccc2ccccc2c1 (stereo not drawn),-8,1.5,7,-18,3,-4,-15,-1.6,0,-13
Cc1c(O)ccc2c3c(c(=O)oc12)CCCC3,12,32*,i,-13,3,-8,3,0.6,5,6
O=C(CC1C(=O)NCCN1C(=S)Nc1ccccc1)Nc1ccc2c(c1)OCCO2 (stereo not drawn),0,-0.1,2,10,3,2,3,-3.5,-11,-7
Cc1ccc(C)c(N2CCN(S(=O)(=O)c3ccc4c(c3)NC(=O)CC(=O)N4)CC2)c1,4,1.2,0,-32,4,-8,4,-2.8,11,-2
CCOC(=O)C1(Cc2ccccc2)CCN(Cc2cc(=O)c3ccccc3[nH]2)CC1,2,-1.0,-6,-4,-5,-15,4,-0.6,3,0
COc1ccccc1NC(=O)Nc1nc(CC(=O)NCc2cccnc2)cs1,3,0.5,-9,-1,1,15,-12,-0.3,-18,1
CN(C)C(CNC(=O)c1coc2ccccc2c1=O)c1ccccc1 (stereo not drawn),-7,0.1,4,0,0,7,-4,2.1,18,1
COc1ccc(C(=O)Nc2cccc3c2CCCC3)c(OC)c1,-2,0.0,-4,8,-2,1,4,-0.2,-1,-7
COc1cccc(NC(=O)[C@H](CC(C)C)NC(=O)N2CCn3c2nc2ccccc23)c1,-12,0.0,15,-14,10,-6,-3,-2.1,6,-17
COc1ccc(/C=C(/C#N)C(=O)Nc2cccc([N+](=O)[O-])c2)cc1C(=O)O,2,-0.4,11,-23,11,-4,-3,1.6,-9,-2
CC1=CC2=NC(=O)/C(=C\c3cc(C)n(-c4ccc(F)cc4)c3C)C(=N)N2O1,6,-0.4,2,3,2,6,-10,2.5,0,-8
Cc1cccc(C)c1NC(=O)CN(C)C(=O)C1CC(=O)N(c2cccc3ccccc23)C1 (stereo not drawn),-2,0.6,-2,-5,-1,-2,0,1.3,-7,0
NS(=O)(=O)c1ccc(NC(=O)C2(c3ccccc3)CCCC2)cc1,8,-0.5,-3,-5,1,3,3,4.3,-10,4
Nn1c(-c2cccs2)nc2sc3c(c2c1=O)CCCC3,-3,-6.9,-66,-3,10,-9,-2,3.8,-11,-1
COc1ccc(NC(=O)C(c2ccccc2)N2CCN(c3ccccn3)CC2)cc1Cl (stereo not drawn),3,-0.2,4,3,2,-12,6,-1.6,20,-4
Cc1cc(Oc2cccnc2)ccc1NC(=O)Cc1c[nH]c2ccccc12,2,0.0,-7,-29,7,-2,-2,·,-9,-2
O=C(COC(=O)Cc1n[nH]c(=O)c2ccccc12)Nc1ccc(Cl)cc1F,-7,0.3,-6,6,4,-5,4,4.1,8,5
CCOc1ccccc1N1CN(C2CCCCC2)CNC1=S,-10,0.3,-5,9,-7,-7,4,-1.3,0,4
FC(F)(F)C1=NNC(c2ccc3ccccc3c2)=NN1,17,-1.6,-9,2,7,1,-1,-0.2,6,3
CCC1CCCCN1C(=O)CN1C(=O)c2ccccc2S1(=O)=O (stereo not drawn),-3,0.0,-3,7,-1,3,1,0.3,-3,5
Cc1nn(Cc2ccccc2)c(C)c1NC(=O)c1cc(-c2cccs2)on1,11,0.2,2,-7,-6,-3,1,2.8,7,17
Cc1ccc(NC(=O)C2(C)CCN2C(=O)Cc2ccc(-c3ccccc3)cc2)cc1 (stereo not drawn),-1,-0.1,14,-15,2,-4,1,-2.5,10,-1
CCS(=O)(=O)Nc1cccc(C2=NN(S(=O)(=O)c3ccc(C)cc3)C(c3cccs3)C2)c1 (stereo not drawn),0,0.0,15,-33,6,-2,2,1.8,-4,-5
CCCN(C(=O)c1ccco1)c1nnc(-c2ccccc2C)s1,6,-0.2,1,-1,-5,-1,-2,4.8,10,1
O=C(O)c1cc([N+](=O)[O-])c(N2CCCC2)c([N+](=O)[O-])c1,-3,1.0,11,-2,5,6,7,0.6,5,0
CCOc1nc(-c2ccccc2)ccc1-c1noc(-c2cccnc2)n1,-5,-0.3,-3,2,2,8,-11,1.0,-10,-11
Cc1cc(C)n(C(=O)/C(C#N)=C/N(C)C)n1,-7,0.2,0,6,0,-6,8,0.2,-2,2
CC(=O)c1ccc(S(=O)(=O)N(C)C(C)CCc2ccco2)cc1 (stereo not drawn),-5,0.1,-10,-6,-3,-2,-2,-0.4,12,0
CC1OC(Oc2c(-c3cc(O)c(O)c(O)c3)oc3cc(O)cc(O)c3c2=O)C(O)C(O)C1O (stereo not drawn),-2,0.0,1,2,3,7,-4,-0.2,-8,3
COc1ccc(S(=O)(=O)Nc2ccc3c(c2)C(=O)N([C@H](C)CO)C[C@@H](C)[C@@H](CN(C)S(=O)(=O)c2ccc(Cl)cc2)O3)cc1,-7,0.1,10,-60,6,9,0,0.4,1,2
Cn1c(=O)c2cn(-c3cccc4ccccc34)cc2n(C)c1=O,6,-0.7,-9,-1,1,-10,2,7.0,-6,-2
COc1ccc(/C=N\NC(=O)COc2ccc(Cl)cc2Cl)c(C(=O)O)c1OC,-11,0.3,0,0,8,3,2,2.0,-14,2
COc1ccc(N(CC(=O)NCCSC2CCCCC2)S(=O)(=O)c2ccccc2)c(OC)c1,7,0.6,21*,-13,-2,-2,-4,2.5,8,-9
COc1ccc2c(c1)SCC/C2=C\CN1C(=O)CCC1=O,5,-0.1,-6,-8,-1,0,1,1.8,-4,-2
Cc1nn(Cc2c(F)c(F)c(F)c(F)c2F)c(C)c1NC(=O)c1ccc(COc2cc(Cl)ccc2Cl)cc1,5,-0.2,-2,3,2,3,3,2.9,-8,1
Cc1cc(-n2nc3ccccc3n2)c(O)c([N+](=O)[O-])c1,2,-0.7,-6,5,-2,-5,-2,1.0,-2,1

Going on with the list:
SMILES,ARFGAP1 inhibitor,KLK7 zymogen act,ADAM10 inh,HGIII-sPLA2 inh,rCAG RNA binder,Tn6 DDE FP,NPR2 activator,FXN GAA850 act,ASAP1 GAP inh,GC-A act
CN1CCN(C(=O)c2cc3c(ccc4ccccc43)oc2=O)CC1,7,56*,i,3,-1,0,1,-0.5,8,6
COc1ccccc1C(=O)NCCC(=O)N1CCN(S(=O)(=O)c2cccc(Cl)c2)CC1,3,0.8,-15,-2,0,8,-3,0.4,1,-2
COc1ccccc1-c1ccc(SCc2ccc(C)cc2)nn1,3,-0.1,4,-5,-2,2,-2,4.4,8,1
Cc1ccc(S(=O)(=O)Nc2ccc3c(c2)C(=O)c2ccccc2-3)cc1,6,1.1,14,-29,37*,-9,0,·,6,1
O=C(CCSCc1ccc(Cl)cc1)NCCc1ccccc1,3,-0.8,3,1,-2,1,3,2.1,-14,-5
O=C1c2cccc3cccc(c23)C(=O)N1Cc1ccccc1,3,-1.2,-7,-2,1,7,10,0.6,1,7
COc1ccc(C(=O)c2c[nH]cc2-c2ccccc2)cc1,5,0.2,-10,-7,0,-4,0,3.1,-2,1

This is a random part of the collection; any-hit rate near 4.5%.
